# Compound activity: PubChem BioAssay, several laboratories
# DNA FID counter: counter-screen for HCV NS3 helicase inhibitors: DNA intercalator displacement; 290,000 compounds, 0.17% hits; DNA fluorescent intercalator displacement, fluorescence; inhibition, % at 7.9 µM; in the data active = inhibition above about 37%;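 also: 0% = vehicle and 100% = reference compound; higher means more ethidium bromide displaced from hairpin DNA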
# GPR7 antagonist: antagonists of human GPR7 (neuropeptides B/W receptor 1) | GPR7-expressing cells, fluorescence antagonist assay | AID 1861 | inhibition, % at 4.4 µM | 290,000 compounds, 1.1% hits | P48145; in the data active = inhibition above about 16%, passing the limit was not always enough;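 also: cells stimulated with the agonist NPW; 0% = agonist with vehicle and 100% = vehicle without agonist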
# Target sequence (P48145 whole entry, looked up): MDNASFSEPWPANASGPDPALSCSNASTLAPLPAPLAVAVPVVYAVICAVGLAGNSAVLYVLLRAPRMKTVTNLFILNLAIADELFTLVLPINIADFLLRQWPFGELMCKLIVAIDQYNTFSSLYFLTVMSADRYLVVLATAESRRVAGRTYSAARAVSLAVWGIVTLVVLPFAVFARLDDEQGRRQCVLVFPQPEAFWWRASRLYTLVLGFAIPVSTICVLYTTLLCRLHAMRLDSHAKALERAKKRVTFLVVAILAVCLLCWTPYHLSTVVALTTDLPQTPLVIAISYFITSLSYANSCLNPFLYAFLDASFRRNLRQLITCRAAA
# M18AAP inhibitor: blocks P. falciparum M18 aspartyl aminopeptidase; recombinant PfM18AAP, H-Glu-NHMec fluorogenic cleavage; inhibition, % at 7.35 µM; 290,000 compounds, 1.2% hits; AID 1822;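 active = inhibition above the campaign mean inhibition over all tested compounds plus 3 SD, cut at about 28% in these data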;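 also: 0% = plate median of test compound wells and 100% = 2 mM ZnCl2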
# MEKK2wt PB1 HTS: raises or lowers MEK5 binding to wildtype human MEKK2 PB1 domain; Q9Y2U5; bead flow cytometry, Alexa488-MEK5 binding to MEKK2 WT; actives lie on both sides; binding response (% of control), % at 10 µM; 290,000 compounds, 1.1% hits; in the data active = binding response below about 67% or above about 130%
# MEKK2mut PB1 HTS: signal of MEK5 binding to mutant human MEKK2 PB1 domain | bead flow cytometry, Alexa488-MEK5 binding to MEKK2 mutant | percent response, % at 10 µM | 290,000 compounds, 0.35% hits; in the data active = percent response above about 24%, passing the limit was not always enough; also: inactives centre near 1; some results filed as inactive read as strong as hits; reference of the scale not given here
# NALP1 inh: inhibitors of NALP1 inflammasome in yeast; S. cerevisiae NALP1/ASC/caspase-1 growth, X-gal OD620, 72 h; inhibition, % at 10 µM; 280,000 compounds, 0.61% hits; in the data active = inhibition mostly above about 24%, no sharp cut-off; inactive = mostly below about 32%; also: some compounds called inactive have numbers as strong as hits
# PHOSPHO1 inh: inhibitors of human PHOSPHO1 phosphatase. Q8TCT1. recombinant PHOSPHO1, absorbance phosphatase assay. inhibition, % at 13.3 µM. 290,000 compounds, 1.1% hits; in the data active = inhibition above about 60%
# Target sequence (Q8TCT1 whole entry, looked up): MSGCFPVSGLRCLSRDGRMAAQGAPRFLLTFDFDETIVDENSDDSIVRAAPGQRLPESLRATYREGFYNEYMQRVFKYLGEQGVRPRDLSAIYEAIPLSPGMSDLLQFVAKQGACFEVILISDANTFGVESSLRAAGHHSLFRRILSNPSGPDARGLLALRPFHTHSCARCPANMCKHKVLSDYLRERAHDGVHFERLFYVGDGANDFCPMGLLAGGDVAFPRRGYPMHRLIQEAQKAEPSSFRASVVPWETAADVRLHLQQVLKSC
# OXTR agonist: activates the human oxytocin receptor. P30559. 320,000 compounds, 0.32% hits. CHO-OTR cells, Fluo-8 calcium fluorescence; normalized: DMSO 0%, oxytocin 100%. activation, % at 3 µM. AID 2435;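 active = activation above the mean of all tested compounds plus 3 SD, cutoff set per screening run, cut at about 20% in these data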;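 also: peak over basal fluorescence ratio from a 100 s FLIPR kinetic read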
# Target sequence (P30559 whole entry, looked up): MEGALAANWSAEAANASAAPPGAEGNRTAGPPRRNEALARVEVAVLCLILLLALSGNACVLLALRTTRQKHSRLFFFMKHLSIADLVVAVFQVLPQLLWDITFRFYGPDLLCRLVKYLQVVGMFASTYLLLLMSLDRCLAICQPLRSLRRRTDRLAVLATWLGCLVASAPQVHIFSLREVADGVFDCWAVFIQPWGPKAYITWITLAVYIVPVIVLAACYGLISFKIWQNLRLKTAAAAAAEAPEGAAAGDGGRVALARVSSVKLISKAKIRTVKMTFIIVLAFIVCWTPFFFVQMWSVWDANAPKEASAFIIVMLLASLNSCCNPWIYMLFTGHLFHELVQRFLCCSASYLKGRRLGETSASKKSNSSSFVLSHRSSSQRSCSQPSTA
# MEKK3 PB1 HTS: modulators (inhibitors or enhancers) of MEK5 binding to human MEKK3 PB1 domain. Q99759. bead-based flow cytometry, Alexa488-MEK5 binding to MEKK3; actives lie on both sides; 0 = blocked by unlabeled MEK5, 100 = vehicle. binding response (% of control), % at 10 µM. 290,000 compounds, 1.4% hits;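 active = binding response more than 3 SD above or below the average of its plate-row segment, actives on both sides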;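 also: Alexa488 bead fluorescence after subtracting the streptavidin-only scavenger bead signal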
# Numbers without * were called inactive; nt = not tested or not shown.
SMILES,DNA FID counter,GPR7 antagonist,M18AAP inhibitor,MEKK2wt PB1 HTS,MEKK2mut PB1 HTS,NALP1 inh,PHOSPHO1 inh,OXTR agonist,MEKK3 PB1 HTS
CC(=O)Nc1ccc(S(=O)(=O)NCC2CCC(C(=O)N3CCCCCC3)CC2)cc1 (stereo unspecified),-40,-1,-3,103,4,12,28,-0.1,101
Cn1c(=O)c(=O)n(C)c2cc(N3CCOCC3)c(NS(=O)(=O)c3ccc(F)c(Cl)c3)cc21,-18,11,-5,104,1,18,-134,-0.4,102
CCOC(=O)c1cc(C(=O)c2ccccc2O)cn2c(=O)c3c(C)c(C)sc3nc12,-1,-17,-1,78,-6,-19,56,0.3,93
CCCOc1ccc(C(=O)NC(=S)Nc2nc3ccc(C)cc3s2)cc1,-1,-8,5,102,2,7,0,nt,100
NC(=S)N/N=C/c1ccc(Br)o1,-3,-4,11,91,-3,-11,24,-0.5,87
Cc1ccc(NC(=O)CSc2nnc(C)n2CC2CCCO2)cc1 (stereo unspecified),-4,-7,-2,89,-8,-6,36,-0.1,91
COc1ccc(/C=N/NC(=S)Nc2cc(C(F)(F)F)ccc2Cl)cc1,-3,4,0,100,-5,-11,-1,-0.8,100
COc1ccccc1NC(=O)CCN1C(=O)C2CC=CCC2C1=O (stereo unspecified),-9,-2,-12,102,-3,13,-14,-0.2,100
CC1(c2nnc(Cc3ccccc3)o2)CC(c2ccc(F)cc2)=NO1 (stereo unspecified),nt,nt,nt,99,1,nt,nt,0.4,94
O=C(CCC(=O)N1CCOc2ccccc21)NCCCN1CCCCC1,2,2,1,103,0,-8,23,3.1,103

# Brought forward from above: 6 compounds, followed by the next part.
SMILES,DNA FID counter,GPR7 antagonist,M18AAP inhibitor,MEKK2wt PB1 HTS,MEKK2mut PB1 HTS,NALP1 inh,PHOSPHO1 inh,OXTR agonist,MEKK3 PB1 HTS
NC(=S)N/N=C/c1ccc(Br)o1,-3,-4,11,91,-3,-11,24,-0.5,87
Cc1ccc(NC(=O)CSc2nnc(C)n2CC2CCCO2)cc1 (stereo unspecified),-4,-7,-2,89,-8,-6,36,-0.1,91
COc1ccc(/C=N/NC(=S)Nc2cc(C(F)(F)F)ccc2Cl)cc1,-3,4,0,100,-5,-11,-1,-0.8,100
COc1ccccc1NC(=O)CCN1C(=O)C2CC=CCC2C1=O (stereo unspecified),-9,-2,-12,102,-3,13,-14,-0.2,100
CC1(c2nnc(Cc3ccccc3)o2)CC(c2ccc(F)cc2)=NO1 (stereo unspecified),nt,nt,nt,99,1,nt,nt,0.4,94
O=C(CCC(=O)N1CCOc2ccccc21)NCCCN1CCCCC1,2,2,1,103,0,-8,23,3.1,103
COc1cccc(C2=NOC(C(=O)Nc3ccc4c(c3)OCO4)C2)c1OC (stereo unspecified),-20,19,3,98,4,-7,23,6.0,99
CCOc1ccc(/C=C2\CCC(C3CCCC3)C2=O)cc1OC (stereo unspecified),-24,-17,-6,102,2,8,22,-1.4,103
CCC(CC)NC(=O)Cc1ccc(F)cc1,0,2,2,108,13,15,-1,1.2,107
O=c1c2c(nc3n1CCCCC3)-c1ccccc1CC21CCCC1,-8,-6,0,102,5,28,0,-1.3,103
CCOC(=O)c1ccc2nc(NC(=O)c3ccco3)sc2c1,-3,-7,-5,nt,nt,-2,-6,1.8,nt
Cc1ccc2c(c1)nnn2C1CCN(C(=O)NCc2ccccc2)CC1,-16,-17,2,101,-1,12,7,-0.5,100
O=C(c1ccccc1)N1CCN(c2ccc([N+](=O)[O-])cc2-n2cccc2)CC1,-22,10,8,101,4,nt,32,1.2,101
Cc1ccc(NS(=O)(=O)c2c(C)ccc3nsnc23)c([N+](=O)[O-])c1,5,-3,1,104,1,10,5,0.1,101
Cc1cccc(S(=O)(=O)N2CCCc3ccccc32)c1,-22,-17,4,87,-6,10,1,-1.2,89
O=C(CSc1nnc(-c2ccco2)n1Cc1ccco1)NCc1cccs1,-12,-8,-25,98,0,-7,17,-1.4,95
CC(=O)NC1C(=O)N(C)c2ccc(Br)cc21 (stereo unspecified),-3,2,1,90,-1,2,-9,0.8,84
CC(C)OCCCn1c(=NC(=O)c2cccs2)c(C#N)cc2c(=O)n3ccccc3nc21,1,-2,-8,102,7,-4,4,-2.0,109
O=C(Nc1ccc2c(c1)nc1n2CCN(Cc2ccccc2)C1)NC1CCCCC1,-17,-12,0,80,-5,1,12,0.0,90
CCN(c1ccc(NC(=O)CCNC(=O)c2ccco2)cc1)C(C)C,3,-9,15,102,-2,26,-37,-0.1,101
Cc1ccc(-c2nn(-c3ccccc3)cc2CNCc2ccccc2)cc1,22,23*,2,193*,36,21,44,6.0,111
COc1ccc(N=Cc2[nH]c3ccccc3c2O)cc1,3,-4,17,89,-8,6,12,1.1,100
CCn1c(SCC(=O)NC2CC2)nnc1-c1ccc(C)cc1,-9,-4,3,94,-1,2,-13,-0.1,95
COC(=O)c1cc(-c2c(-c3cc(OC)c(OC)c(OC)c3)noc2C)cc([N+](=O)[O-])c1,-31,-7,-10,104,3,5,-24,-1.9,101
COc1ccccc1NC(=O)Cc1noc(CSc2nnc(C)s2)n1,4,-7,-3,92,-1,18,33,-0.3,98
CCOc1ccc(/C=N/NC(=O)c2ccoc2C)cc1OC,-26,-6,4,101,5,10,8,0.1,104
CCOC(=O)c1cnc(SC)nc1Oc1cccc(NS(=O)(=O)c2ccccc2)c1,-1,-14,-14,110,4,2,-4,-0.6,109
Cc1ccc(CNC(=O)C2CCN(S(=O)(=O)c3cccnc3)CC2)cc1,-10,-5,0,104,-2,19,49,-1.1,100
Cc1ccccc1OCCC(=O)N1CCN(S(=O)(=O)c2ccccc2F)CC1,-34,-6,-3,110,9,16,48,-1.7,104
O=C(CCCCn1c(=O)c2ccccc2n(Cc2ccc(Cl)cc2)c1=O)NCc1ccco1,-15,-9,5,92,-2,25,4,-0.9,94
CCOC(=O)c1ccc(NC(=O)C2CCN(S(=O)(=O)c3ccccc3)CC2)cc1,-4,-19,-3,108,5,nt,nt,1.8,107
Cc1c(C(=O)N/N=C/c2cccc(O)c2)nnn1-c1nonc1N,-8,-11,0,106,3,23,38,0.3,105
Cc1cc(=O)oc2cc(Oc3ccc(C(N)=O)cc3[N+](=O)[O-])ccc12,-1,-13,3,98,-9,-3,3,1.3,97
CN(CC(=O)Nc1ccc(Br)cc1)Cc1ccccc1,6,5,1,122,11,15,30,-1.7,107
COc1ccc(-c2noc(N3CCC(C(=O)Nc4ccccc4Cl)CC3)n2)cc1,-31,0,3,102,2,14,18,-1.5,100
O=C(COc1ccc(/C=N/NC(=O)c2ccccc2O)cc1)Nc1ccccc1,-8,-2,-5,98,0,-3,25,-0.7,98
O=S(=O)(c1ccc(S(=O)(=O)N2CCCN(Cc3ccccc3)C2)cc1)N1CCCCCC1,0,-2,-7,108,4,3,-8,0.0,106
CCn1c(SCc2ccc(C)cc2)nnc1C1CCN(S(=O)(=O)c2ccc(OC)cc2)CC1,-47,12,-1,95,-3,1,-117,2.7,96
CC(C)(C)NC(=O)N1CCN(c2ncccc2C(F)(F)F)CC1,-14,-8,0,93,-4,7,34,1.0,93
CC1CCCCC1N(C)C1CCN(C(=O)CNC(=O)/C=C/c2cccc(Cl)c2)CC1 (stereo unspecified),17,-8,-34,108,1,20,24,0.6,101
O=C(Nc1nnc(-c2cccnc2)o1)c1cccc(Cl)c1,-10,-17,1,99,1,-12,30,1.1,103
COc1ccc(CCN(Cc2ccccn2)C(=S)Nc2cccc(SC)c2)cc1OC,-19,-2,26,106,3,-4,-26,-1.0,105
CC(C)C[C@H](NC(=O)c1[nH]cnc1C(=O)Nc1ccc(CNC(=O)OC(C)(C)C)cc1)C(=O)OCc1ccccc1,nt,nt,nt,82,-11,nt,11,1.4,87
CCOC(=O)N1CCC(NC(=O)c2ccc3c(c2)sc2nc(-c4ccc(OC)cc4)cn23)CC1,-2,-8,-11,nt,nt,-11,21,3.6,nt
COc1ccc(NC(=S)/N=C(\N)Nc2nc(C)c3ccccc3n2)cc1,-18,-13,3,109,7,nt,19,-2.5,114
CC(=O)Nc1ccc(Br)c(Cl)c1,3,-13,0,101,3,30,15,1.9,102

# Five compounds picked at random from the list so far:
SMILES,DNA FID counter,GPR7 antagonist,M18AAP inhibitor,MEKK2wt PB1 HTS,MEKK2mut PB1 HTS,NALP1 inh,PHOSPHO1 inh,OXTR agonist,MEKK3 PB1 HTS
O=C(Nc1nnc(-c2cccnc2)o1)c1cccc(Cl)c1,-10,-17,1,99,1,-12,30,1.1,103
COc1ccc(CCN(Cc2ccccn2)C(=S)Nc2cccc(SC)c2)cc1OC,-19,-2,26,106,3,-4,-26,-1.0,105
CCOC(=O)N1CCC(NC(=O)c2ccc3c(c2)sc2nc(-c4ccc(OC)cc4)cn23)CC1,-2,-8,-11,nt,nt,-11,21,3.6,nt
CC(C)(C)NC(=O)N1CCN(c2ncccc2C(F)(F)F)CC1,-14,-8,0,93,-4,7,34,1.0,93
CCn1c(SCc2ccc(C)cc2)nnc1C1CCN(S(=O)(=O)c2ccc(OC)cc2)CC1,-47,12,-1,95,-3,1,-117,2.7,96

# (more compounds)
SMILES,DNA FID counter,GPR7 antagonist,M18AAP inhibitor,MEKK2wt PB1 HTS,MEKK2mut PB1 HTS,NALP1 inh,PHOSPHO1 inh,OXTR agonist,MEKK3 PB1 HTS
CN(C)c1ccc(-n2cc3c(=O)n(C)c(=O)n(C)c3c2)cc1,-10,-5,-2,113,16,-9,28,-2.6,115
CCC(CC)C(=O)c1c[nH]c(C(=O)N2CCN(c3ccccc3F)CC2)c1,-9,-3,8,102,2,-6,16,-0.2,100
O=C1c2ccccc2C(=O)C12OC2c1ccc(Cl)cc1Cl (stereo unspecified),2,6,18,97,-1,-2,7,-1.8,113
O=[N+]([O-])c1ccccc1N(CC1CO1)S(=O)(=O)c1ccccc1 (stereo unspecified),-1,3,-4,93,-9,3,6,0.5,98
CCOC(=O)N1CCN(C(=O)/C=C/c2ccc([N+](=O)[O-])cc2)CC1,0,-5,1,101,4,-8,-35,0.2,100
CC(=O)N1CCN=C1SCc1cccc(C(F)(F)F)c1,-3,-9,4,107,9,15,0,-0.7,103
O=C1CC(c2ccc(F)cc2)Cc2nc(NCC3CCCO3)ncc21 (stereo unspecified),-29,-7,4,94,-5,-12,15,0.9,88
Cc1ccn2c(c1)nc(=S)n2C(=O)c1ccco1,2,4,0,91,-3,22,13,0.2,91
COCCNC(=O)C1=C(N)C(C(=O)Nc2ccc(C)c(S(=O)(=O)N3CCCCC3)c2)SC1=Nc1ccc(C)cc1C (stereo unspecified),-25,-11,1,111,4,7,6,-0.6,111
Cc1ccc(NC(=O)C2CCCN2C(=O)OCc2ccccc2)cc1F (stereo unspecified),-30,8,-10,97,-6,13,17,-1.9,96
Cc1ccsc1C(=O)NNC(=S)NC1CCCCC1,-9,-13,16,106,6,-4,3,-0.6,102
COc1ccc(NC(=O)CSc2nncn2C)c([N+](=O)[O-])c1,-1,-3,1,104,5,5,17,-0.5,103
Cc1ccc(S(=O)(=O)N2CCC(NC(=O)OC(C)C)CC2)cc1,-15,6,-10,94,-5,11,28,-0.8,98
